GlmU inhibition: inhibition of mycobacterial GlmU enzyme – biochemical, glucosamine-1-phosphate acetyltransferase (AID 1376). inhibition, %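 (tested at 30 µM in the primary screen)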; hits with a dose series show IC50 in µM. 220,000 compounds, 0.25% hits. M. tuberculosis GlmU acetyltransferase enzyme assay; higher % means a stronger effect; in the data active means inhibition above about 13%;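 further: 0% = complete reaction with vehicle and 100% = reaction without substrate; strong numbers were not always called active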
Mtb RmlCD inh: blocks M. tuberculosis RmlC and RmlD coupled enzymes; 160,000 compounds, 0.03% hits; RmlC+RmlD coupled enzyme assay, percent inhibition; primary screen in compound mixtures; inhibition, % at 3.6 µM; in the data active means inhibition mostly above about 34%, no sharp cut-off; further: some results filed as inactive read as strong as hits
Target sequence (P9WH09 whole entry, looked up): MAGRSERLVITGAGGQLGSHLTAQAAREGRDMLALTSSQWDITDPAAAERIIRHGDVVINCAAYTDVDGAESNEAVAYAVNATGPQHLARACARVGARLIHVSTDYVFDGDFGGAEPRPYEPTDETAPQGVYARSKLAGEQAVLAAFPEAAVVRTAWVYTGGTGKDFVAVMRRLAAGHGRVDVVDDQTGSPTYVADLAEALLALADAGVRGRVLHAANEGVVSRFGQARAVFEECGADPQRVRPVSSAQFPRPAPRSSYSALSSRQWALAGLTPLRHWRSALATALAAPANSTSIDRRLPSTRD
Target sequence (P9WH11 whole entry, looked up): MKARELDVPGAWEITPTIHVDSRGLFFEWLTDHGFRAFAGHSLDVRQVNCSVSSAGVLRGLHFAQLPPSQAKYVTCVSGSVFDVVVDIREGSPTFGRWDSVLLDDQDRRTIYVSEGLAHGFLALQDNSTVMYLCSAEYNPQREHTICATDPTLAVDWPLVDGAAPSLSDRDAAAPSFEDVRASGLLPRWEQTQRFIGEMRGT
* = called active by the depositor; . = no result given.

SMILES	GlmU inhibition	Mtb RmlCD inh
CN1CCN(C(=S)NC(=O)c2cccc(S(=O)(=O)N(C)C)c2)CC1	-2.6%	9
COc1ccc2nc(SCc3cnc(C)nc3N)[nH]c2c1	0.9%	-7
Cc1ccc(NC(=S)N2CCCCC2CO)cc1C (centres undefined)	-3.7%	.
Cc1ccc(Cn2cc(/C=C/C(=O)O)c(-c3ccccc3)n2)cc1	1.2%	.
O=C(Nc1nc2ccc(SC(F)F)cc2s1)c1ccc(NS(=O)(=O)c2ccc(F)c(F)c2)cc1	5.6%	2
COc1ccc(C(=O)N(Cc2nc(-c3ccc(C)cc3)no2)C2CCCCC2)cc1OC	2.8%	3
O=C(c1ccc(S(=O)(=O)N2CCC(c3nc4ccccc4[nH]3)CC2)cc1)N1CCOCC1	6.7%	.
C/C(=N\NC(=O)c1c(Cl)cnn1C)c1ccc(NC(=O)c2ccncc2)cc1	-3.5%	-7
Cc1nc(=O)c(-c2ccccc2)c(C)n1-c1ccc(S(N)(=O)=O)cc1	3.0%	.
CCCN1C(=O)C(O)(C2COC(C)(C)CC2=O)c2ccccc21 (centres undefined)	0.1%	-9
Cc1cc(C(F)(F)F)nn1CC(=O)Nc1ccc(Br)c2cccnc12	1.5%	.
CCCCNC(=O)CCNC(=O)c1ccc(C(C)(C)C)cc1	-4.6%	5
CSc1nc2c(ccc3ccccc32)o1	2.5%	3
Cc1ccc(O)c(C(=O)c2cnc3c(c2)CN(C)C(=O)N3)c1	-2.8%	-6
CCCP(=O)(CCC)CCP(=O)(c1ccccc1)c1ccccc1	0.5%	3
COc1cccc(NC(=S)NCc2cccs2)c1	8.6%	-3
Cc1cccc(NC(=O)CN2C(=O)S/C(=C\c3ccc(O)c([N+](=O)[O-])c3)C2=O)c1	4.0%	7
CC(=O)Nc1ccc(CN2CCCC(C(=O)c3cccc(C(F)(F)F)c3)C2)cc1 (centres undefined)	0.1%	-9
COc1ccc(S(=O)(=O)N2CCOCC2)cc1NC(=O)c1cc2c(s1)CCCC2	-2.4%	11
CCCCC(=O)N1CCCC(C)C1 (centres undefined)	1.1%	-12
COc1ccc(OC)c(NC(=O)C2CCN(S(C)(=O)=O)CC2)c1	1.2%	0
COc1ccccc1N1CCN(C(c2cccs2)c2nnnn2C2CCCC2)CC1 (centres undefined)	2.7%	.
CCS(=O)(=O)NCCNc1ccc([N+](=O)[O-])cc1	1.8%	-10
S=C(Nc1ccccc1)Nc1ccc(OCc2ccccc2)cc1	3.7%	7
COc1ccc(OC)c(-n2c(-c3ccc(C)cc3)n[nH]c2=S)c1	-5.8%	.
O=c1c2ccsc2ncn1Cc1ccccc1F	-1.7%	8
O=C(O)c1cccc(NC2=Nc3cccc4cccc2c34)c1	5.0%	-10
CCCC[C@@H]1C[C@H]1[C@@H](NC(=O)c1ccco1)c1ccc(Cl)cc1	1.6%	.
COc1cc(CNCCO)cc(Br)c1OCc1ccccc1Cl	.	4
CS(=O)(=O)Nc1ccc(C2=NN(C(=O)c3ccco3)C(c3cccc(F)c3)C2)cc1 (centres undefined)	-2.9%	4
O=c1c(Cc2c(F)cccc2Cl)c(O)ccn1Cc1ccc(F)cc1	1.6%	-9
Cc1c(C(=O)NCCCn2ccnc2)oc2ccccc12	-1.8%	-2
CCC(C)c1c(O)nc(SCC(=O)Nc2ccccc2)[nH]c1=O (centres undefined)	3.6%	.
CC(C)CCN1CC(O)=C(c2nc3ccccc3[nH]2)C1=N	0.1%	.
CC(C)(C)C(=O)NNC(=O)c1ccc(Oc2cc(Cl)cc(Cl)c2)o1	-5.0%	53
COC(=O)C1=C(C)NC2=C(C(=O)CCC2)C1c1ccsc1 (centres undefined)	6.5%	16
C/C(=C\c1ccco1)C1Nc2cccc3cccc(c23)N1	-0.4%	9
O=C(c1ccco1)N(c1ccccn1)c1ccccn1	-1.1%	-1
O=C(NCc1cccs1)C1CCCN1C(=O)Nc1cccc(F)c1 (centres undefined)	-0.4%	-12
O=P(Nc1ccccc1)(Oc1ccccc1)Oc1ccccc1	2.5%	6
CC(=O)Nc1cccc(NC(=O)CSc2ccc3nnc(CCNC(=O)c4ccccc4)n3n2)c1	-4.2%	-1
Cc1cc(C)c(NC(=O)Cc2ccc(-n3cccc3)cc2)c(C)c1	-0.9%	23
CCOc1ccc(NC(=S)NCc2nc3ccccc3[nH]2)cc1	0.5%	3
O=C(NCCN1CCOCC1)c1cc(-c2ccc(Br)cc2)on1	2.3%	13
N#Cc1c(N)n[nH]c1CCCN	-0.7%	.
CC1=C(C(=O)OC(C)C)C(c2cccs2)N2C(=O)C(C)SC2=N1 (centres undefined)	4.4%	.
Cc1ccc(Cn2nc(C)c3cc(C(=O)OCC(N)=O)sc32)cc1	3.5%	.
COc1cccc(-c2nc(CSCC(=O)N3CCc4ccccc43)c(C)o2)c1	-0.5%	-4
CCC(C)NC(=O)C1CCN(c2nc(C)cc(C)n2)CC1 (centres undefined)	-9.0%	.
CC(SC1=NCCS1)C(=O)Nc1nnc(-c2ccc(F)cc2)s1 (centres undefined)	0.5%	-5

Laid out differently: entries from further up.
Under each structure – GlmU inhibition, Mtb RmlCD inh
> CCOc1ccc(NC(=S)NCc2nc3ccccc3[nH]2)cc1
→ 0.5%, 3
> O=C(NCCN1CCOCC1)c1cc(-c2ccc(Br)cc2)on1
→ 2.3%, 13
> N#Cc1c(N)n[nH]c1CCCN
→ -0.7%, .
> CC1=C(C(=O)OC(C)C)C(c2cccs2)N2C(=O)C(C)SC2=N1 (centres undefined)
→ 4.4%, .

Next part:
SMILES	GlmU inhibition	Mtb RmlCD inh
COc1ccc(C(=O)N2N=C(c3cccc(OC)c3)CC2(O)C(F)(F)F)cc1 (centres undefined)	1.1%	3
COc1ccccc1CO/N=C/NC(=O)c1c(OC)ccnc1Oc1ccc(F)cc1	-4.5%	-5
CC1CCCN(c2nc(NCc3ccco3)nc(N)c2[N+](=O)[O-])C1 (centres undefined)	-1.9%	.
Cc1ccc(-c2csc(N(CCc3ccccc3)C(=O)COc3ccccc3)n2)cc1	-3.8%	-7
COc1ccc2[nH]c3c(=O)n(CCCCC(=O)N4CCCC4)c(=S)[nH]c3c2c1	-0.5%	2
COC(=O)Cc1ccc(O)c(N)c1	-0.8%	.
CC(=O)C1=C(C)NC(=O)NC1c1ccc(OC2CCCC2)cc1 (centres undefined)	-9.6%	11
Cn1ncc(N=Cc2ccccc2)c1C(=O)Nc1cccc(Cl)c1	.	4
Cc1ccc(NC(=O)CSC2=Nc3ccccc3C3CC=NN23)c(C)c1 (centres undefined)	7.2%	10
CCSc1nnc(Cc2cc(=O)[nH]c(=O)[nH]2)n1-c1cccc(C)c1	-0.7%	.
Cc1nc(NC(C)C)c2cnn(CCc3ccccc3)c2n1	4.3%	.
CC(=O)N(Cc1ccc(F)cc1)c1cccc(C)c1C	-1.4%	-18
O=C(Nc1ccccc1N1CCCCC1)c1ncoc1-c1cccc(F)c1	1.7%	.
CCC(=O)NNc1nc2c(Cl)cccc2s1	6.5%	-11
O=C(N/N=C/c1ccc(OC2CSC2)cc1)c1ccc(CN2CCOCC2)cc1	-0.9%	-8
CCc1cccc(Nc2cc(C)nc3nc(C)nn23)c1	1.2%	-1
c1ccc(Cn2ncc3ccccc32)cc1	4.1%	-5
Cc1ccc(CCNC(=O)C2CCN(S(=O)(=O)c3ccc4c(c3)CCC(=O)N4)CC2)cc1	4.3%	.
Cc1ccc(OCC(=O)NCC2CCCO2)c(C)c1 (centres undefined)	2.5%	12
Cc1nc(NC(=S)NC(=O)c2ccccc2)sc1C(=O)N(C)C	-5.3%	18

Four entries from above in a different format:
O=C(Nc1ccccc1N1CCCCC1)c1ncoc1-c1cccc(F)c1
  GlmU inhibition: 1.7%
  Mtb RmlCD inh: .
CC(=O)N(Cc1ccc(F)cc1)c1cccc(C)c1C
  GlmU inhibition: -1.4%
  Mtb RmlCD inh: -18
CCC(=O)NNc1nc2c(Cl)cccc2s1
  GlmU inhibition: 6.5%
  Mtb RmlCD inh: -11
Cc1ccc(CCNC(=O)C2CCN(S(=O)(=O)c3ccc4c(c3)CCC(=O)N4)CC2)cc1
  GlmU inhibition: 4.3%
  Mtb RmlCD inh: .

Given as labelled records: part of the list above
> c1ccc(Cn2ncc3ccccc32)cc1
  GlmU inhibition: 4.1% | Mtb RmlCD inh: -5
> Cc1ccc(CCNC(=O)C2CCN(S(=O)(=O)c3ccc4c(c3)CCC(=O)N4)CC2)cc1
  GlmU inhibition: 4.3% | Mtb RmlCD inh: .

Going on with the list.
SMILES	GlmU inhibition	Mtb RmlCD inh
O=C(CC1C(=O)NCCN1Cc1ccc(F)cc1)NCCCn1cccn1 (centres undefined)	-6.7%	7
Clc1ccccc1Nc1c2c(nc3ncnn13)CCC2	-5.3%	-10
CCOC(=O)c1cnc2cc(-c3ccc(C(C)(C)C)cc3)nn2c1N	-0.8%	8
COc1ccc(OC)c(C(=O)c2ccc(C(=O)c3cc(OC)ccc3OC)cc2)c1	-2.3%	5
CCCOc1ccc(N2C(=O)CC(N(CCc3ccc(OC)cc3)C(=O)c3ccccc3)C2=O)cc1 (centres undefined)	5.1%	10
CCOC(=O)c1cc(-c2nnc(-c3cc(OC)c(OC)c(OC)c3)o2)c(C)nc1C	2.8%	.
C=C(C)C(=O)NNc1ccccc1	2.7%	2
CCOC(=O)C1(Cc2cccc(F)c2)CCN(CC2CC2)CC1	-2.9%	-10
CCN(CC)c1ccc(S(=O)(=O)N2CCOCC2)cc1NC(=O)CN1CCc2ccccc2C1	1.6%	-9
COc1ccccc1N1CCN(C(=O)c2c(-c3ccccc3Cl)noc2C)CC1	-6.7%	108
COc1ccc(-c2csc(NC(=O)c3ccc(N4C(=O)CCC4=O)cc3)n2)cc1	-4.3%	-6
COC(=O)C1CCN(c2cc(=O)n(C3CCCCC3)c(=O)[nH]2)CC1	-1.5%	.
COc1ccc(S(=O)(=O)Nc2ccc(S(=O)(=O)N3CCOCC3)cc2)cc1	5.5%	.
COc1ccc(-n2c(=O)[nH]cc(C(=O)Nc3ccc4c(c3)OCCO4)c2=O)cc1	0.9%	1
Cc1ccc(OCC(=O)NNC(=O)CCc2ccccc2)cc1	4.6%	45
CCc1nc2ccccc2[nH]1	-1.6%	-8
CC(C)=N/N=C(\c1cccc([N+](=O)[O-])c1)C12CN3CN(CN(C3)C1)C2	0.6%	2
Cc1ccc(C(=O)Nc2ccc(-n3ccnc3P(=O)(O)c3ccccc3)cc2)cc1	3.6%	9
Cc1cc(-c2nnc(-c3cc4ccccc4oc3=O)o2)c(C)n1-c1ccccc1	-1.3%	6
c1ccc2c(c1)nc(N1CCOCC1)c1nncn12	.	-12
CCN1C(=O)N[C@@H](c2ccccc2)[C@H](C(=O)OC)[C@H]1C	-3.5%	.
C/C(=N\NC(=O)CCCC(=O)O)c1c(-c2ccccc2)c2cc(Cl)ccc2[nH]c1=O	-2.2%	16
Cc1nnc2ccc(-c3cccc(NS(C)(=O)=O)c3)nn12	-3.9%	.
CC(NC(=O)c1ccc(Br)o1)c1ccccc1 (centres undefined)	-5.2%	-10
O=C(c1noc2c1CCc1ccccc1-2)N1CCc2ccccc2C1	-3.6%	108
COc1ccc(Cn2c(=O)[nH]c3cc(C(=O)NCCCOC(C)C)ccc3c2=O)cc1	-0.7%	.
CSc1nc2ccc(NC(=O)c3c(F)cccc3F)cc2s1	-0.9%	-12
O=C(c1cccc2ccccc12)C1CCCN(C(=O)C2CCOCC2)C1 (centres undefined)	-2.6%	.
Cc1ccn2c(Nc3ccccc3C)c(-c3ccncc3)nc2c1	-4.0%	-1
O=C(COC(=O)c1cccc(C(=O)OCC(=O)c2ccc(Br)cc2)n1)c1ccc(Br)cc1	1.4%	.
COC(=O)c1cnn(-c2ccccc2)c1N	-4.9%	.
Cc1cc2c(cc1C)NC(c1ccccn1)C1=C(CC(C)(C)CC1=O)N2 (centres undefined)	-4.7%	-6
COc1ccc(COc2ccccc2C(=O)NCc2ccccc2)cc1F	-1.4%	4
O=C(CN1C(=O)NC2(CCCCC2)C1=O)Nc1ccc2c(c1)CCC2	3.5%	.
Cc1ccc(S(=O)(=O)c2ccc(Cl)cc2)cc1S(=O)(=O)NC(C(=O)O)C(C)C (centres undefined)	0.7%	-7
Cc1cc(C(F)(F)F)nn1CC(=O)N(C)C1CCCCC1	0.4%	.
CCCCC(CC)CNC(=O)c1cc2ccccc2c(=O)o1 (centres undefined)	0.9%	6
CCC(CC)C(=O)Nc1cccc(C(=O)Nc2nccs2)c1	-1.1%	9
O=S(=O)(NCC(c1cccnc1)N1CCN(Cc2ccccc2)CC1)c1ccccc1 (centres undefined)	-7.1%	.
C(=N\c1c(-c2ccccc2)nc2n1CCS2)/c1ccccc1	-0.6%	36
CCN(CC)S(=O)(=O)c1ccc(NS(=O)(=O)CC23CCC(CC2=O)C3(C)C)cc1 (centres undefined)	1.3%	4
O=C(O)c1ccc([N+](=O)[O-])c(CS(=O)(=O)c2ccc(Cl)cc2)c1	7.6%	-7
CCC(CC)NC(=O)c1ccc(Cl)cc1	10%	9
CCNC(=S)Nc1ccc(Cl)cc1	6.3%	-15
Cc1ccc(C(=O)N/N=C(\CC(C)C)c2ccccc2)cc1	1.8%	2
CCOC(=O)/C(=C\c1ccc(Cl)cc1)c1nc2sc(C)c(C)c2c(=O)[nH]1	-3.6%	.
COc1cccc(C2CC(c3ccc(C)cc3)Nc3nc(N)nn32)c1 (centres undefined)	2.1%	-7
CO/N=C/c1cc([N+](=O)[O-])ccc1Sc1ccc(C)cc1	5.5%	24
C=CCOc1c(CNC2CCCC2)cc(Cl)cc1OC	1.5%	2
O=C1C(c2ccc(F)cc2)N(C2CCCCC2)C(=O)CN1C1CCCC1 (centres undefined)	-1.2%	8
Cc1cccc(C)c1NC(=O)CS(=O)CC(=O)NCC1OCCc2ccccc21 (centres undefined)	3.5%	-10

The list is partial; count on the stated rates, not on these rows.
